# GPR151 ag – activators of human GPR151, primary screen, cell-based, PathHunter beta-arrestin, luminescence; 1% of 650,000 active; G-protein coupled receptor 151 (Homo sapiens), Q8TDV0; activation, % at 11.2 µM; PathHunter beta-arrestin GPR151 cells; in the data active = activation above about 4.9%;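 note: 0% = median of compound wells and 100% = cells with positive control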
# Target sequence (Q8TDV0 whole entry, looked up): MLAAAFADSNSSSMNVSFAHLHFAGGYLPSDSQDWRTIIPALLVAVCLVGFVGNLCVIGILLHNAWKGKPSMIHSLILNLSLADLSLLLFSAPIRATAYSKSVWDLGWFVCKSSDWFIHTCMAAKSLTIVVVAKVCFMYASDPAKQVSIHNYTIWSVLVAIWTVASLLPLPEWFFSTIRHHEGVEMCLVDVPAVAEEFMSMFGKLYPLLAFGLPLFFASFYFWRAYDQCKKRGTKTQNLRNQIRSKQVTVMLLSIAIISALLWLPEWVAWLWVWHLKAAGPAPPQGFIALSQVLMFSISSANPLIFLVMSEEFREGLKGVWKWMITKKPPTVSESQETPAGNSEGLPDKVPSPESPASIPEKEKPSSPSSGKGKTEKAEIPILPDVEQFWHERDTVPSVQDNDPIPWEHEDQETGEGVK
# FBW7 activator – FBW7 E3 ligase activators, primary screen, biochemical, AlphaScreen, human. AlphaScreen FBW7–phospho-cyclin E peptide binding, activator screen. F-box/WD repeat-containing protein 7 (Homo sapiens), Q969H0. normalized activity (activation), % at 26.1 µM. 0.13% of 650,000 active; in the data active = normalized activity above about 1.9%;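 note: purified mutant Fbw7 with reduced substrate affinity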
# TEAD-YAP inh – TEAD-YAP interaction inhibition, primary screen, TEAD-YAP interaction inhibitor project, luminescence, HEK-TIYL cells | TEAD-Gal4/YAP UAS-luciferase luminescence | inhibition, % at 9.12 µM | 1.4% of 640,000 active; in the data active = inhibition above about 32%;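 note: 0% = median of test compound wells and 100% = reference inhibitor wells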
# MITF primary – MITF inhibitors, primary screen, biochemical, AlphaScreen, human. AlphaScreen MITF homodimerization, bead proximity signal. inhibition, % at 2.6 µM. 0.91% of 650,000 active; in the data active = inhibition above about 50%;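 note: 0% = vehicle wells with protein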
# Target sequence (O75030 whole entry, looked up): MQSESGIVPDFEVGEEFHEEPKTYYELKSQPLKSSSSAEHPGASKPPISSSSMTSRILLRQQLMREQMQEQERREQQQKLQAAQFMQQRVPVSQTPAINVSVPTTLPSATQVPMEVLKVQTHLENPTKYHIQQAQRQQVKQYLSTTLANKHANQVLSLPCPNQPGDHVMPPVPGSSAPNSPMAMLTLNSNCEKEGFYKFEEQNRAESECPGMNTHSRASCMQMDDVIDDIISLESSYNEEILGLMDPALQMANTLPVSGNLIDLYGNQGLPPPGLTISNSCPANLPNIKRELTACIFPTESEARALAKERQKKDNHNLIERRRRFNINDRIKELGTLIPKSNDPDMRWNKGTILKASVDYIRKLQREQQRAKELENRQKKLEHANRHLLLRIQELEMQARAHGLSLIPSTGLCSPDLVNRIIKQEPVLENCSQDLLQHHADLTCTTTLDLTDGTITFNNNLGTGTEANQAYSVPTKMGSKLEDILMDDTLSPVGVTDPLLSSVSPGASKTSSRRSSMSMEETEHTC
# The depositor's hits bear a star; & = joins results of further samples. Outcome played no part in choosing rows. About 3.4% of those tested had a hit in this group.
Structure	GPR151 ag	FBW7 activator	TEAD-YAP inh	MITF primary
CC12CC(c3ccccc3O1)C(C#N)C(=O)N2 (stereo not given)	1.6	-0.1	15	6
O=C1c2ccc(Oc3ccc([N+](=O)[O-])cc3[N+](=O)[O-])cc2C(=O)N1c1cccc(O)c1	0.0	-0.1	0	11
C=CCSc1nnc(-c2cc(OC)c(OC)c(OC)c2)o1	-0.7	0.6	4	25
COc1ccc(Cl)c(NC(=O)Nc2c(C)n(-c3ccccc3)c(=O)n2C)c1	-2.6	0.0	-6	-8
CCOC(=O)c1c(-c2ccccc2)csc1NC(=O)CC	0.0	0.0	-2	-14
CCC(=O)N1c2ccccc2NC2=C(C(=O)CC(c3ccccc3)C2)C1c1ccco1 (stereo not given)	-0.7	0.1	9	11
Cc1c(C(=O)OC2CCOC2=O)oc2c1ccc1ccccc12 (stereo not given)	0.2	-0.1	-5	12
Cc1cc(/C=C2\NC(=O)NC2=O)c(C)n1-c1ccc([N+](=O)[O-])cc1	0.3	0.1	-1	32
Cc1ccccc1-n1nc2c(c1NC(=O)c1ccccc1C(F)(F)F)CSC2	0.4	-0.2	5	-9
O=C(Cc1ccc(F)cc1)Nc1c2c(nn1-c1ccc(F)cc1)CS(=O)(=O)C2	5.3*	0.2	5	3

# New compounds follow:
Structure	GPR151 ag	FBW7 activator	TEAD-YAP inh	MITF primary
CCOC(=O)C1CCN(S(=O)(=O)c2ccc(C(=O)OC)cc2)CC1	0.5	0.2	-5	34
O=C(CNC(=S)N(Cc1ccc(F)cc1)C1CCCCC1)NC1CC1	-1.6	0.0	-9	2
COc1ccc(S(=O)(=O)N(CC(=O)N2CCN(c3ccccc3)CC2)c2ccc(Cl)cc2)cc1	-1.0	0.0	-6	1
CCOC(=O)Cn1c(=NC(=O)CN2C(=O)c3ccccc3C2=O)sc2cc(C)ccc21	-1.4	0.2	-3	1
Cc1cc(C)c(NC(=O)C(C)Sc2nc3ccc(NC(=O)c4ccccc4C)cc3s2)c(C)c1 (stereo not given)	0.7	0.0	3	-3
CC1CCN(C(=O)c2nn3c(C(F)(F)F)cc(-c4ccccc4)nc3c2Cl)CC1	0.6	-0.3	7	0
Fc1ccc(NC(=S)NCc2ccc3c(c2)OCO3)cc1	-0.9	0.0	9	-1
COc1ccc(CN2CCN(S(=O)(=O)c3ccccc3)CC2)cc1OC	-0.3	-0.2	-10	46
COc1cc2cc(C#N)c(SCC(=O)N3CCCCCC3)nc2cc1OC	0.1	0.0	-6	-4
O=C(Nc1ccc(F)c(Cl)c1)C(Cc1ccccc1)N1C(=O)c2ccccc2C1=O (stereo not given)	0.0	0.1	-1	15

# Other structures
Structure	GPR151 ag	FBW7 activator	TEAD-YAP inh	MITF primary
Brc1ccc(-n2cc(-c3ccccc3)c3c(N4CCCCC4)ncnc32)cc1	0.5	0.0	11	-9
COC(=O)c1c(-c2ccco2)csc1NC(=O)C1CC=CCC1C(=O)O (stereo not given)	-0.6	0.0	1	14
N#CC(C#N)=C(c1ccccc1)N1CCOCC1	0.3	0.0	2	-8
O=C(c1ccccc1F)N(Cc1cccnc1)Cc1cc2cc3c(cc2[nH]c1=O)OCO3	-0.6	0.1	0	13
COC(=O)CNC(=O)c1ccccc1	-0.1	0.0	-7	-17
Cc1cc(NS(=O)(=O)c2ccc(NC(=O)c3ccc(OC(C)C)cc3)cc2)no1	1.4	0.3	-7	-10
CCCCCc1nc(NC(=O)COc2ccc(Cl)cc2Cl)c(C#N)c(-c2ccccc2)c1CCCC	0.9	-0.1	-2	-2
c1ccc(Nc2cccc(Oc3ccnc(Nc4ccccc4)c3)c2)cc1	-1.5	0.9	20	3
COCCNC(=O)N1CCC(Cn2cnc3cc(C)c(C)cc32)CC1	0.7	0.1	9	-12
CSc1ccc(-c2nnnn2C2CC(=O)C3OCC2O3)cc1 (stereo not given)	-0.5	0.1	0	7

# Next records
Structure	GPR151 ag	FBW7 activator	TEAD-YAP inh	MITF primary
Cc1nc(Nc2nc(-c3ccccc3)cc(=O)[nH]2)nc2c(C)cccc12	-0.2&0.6	0.1&0.0	-10&-1	1&2
CC(C)N1CCC(N2CCN(Cc3ccc(F)cc3Cl)CC2CCO)CC1 (stereo not given)	0.5	-0.1	-1	1
CC(C)Oc1ccc(-c2nn(-c3ccccc3)cc2/C=c2\sc3nc(-c4ccc(Cl)cc4)nn3c2=O)cc1	2.1	-0.4	7	-1
CC(C)CNC(=O)CN(c1ccc(F)cc1)S(C)(=O)=O	-1.0	0.0	1	2
O=C(COc1ccc(-c2ccccc2)cc1)Nc1ccccc1	0.3	0.5	-34	-8
O=C(/C=C/c1c(Cl)nc2sccn12)N1CCCCC1	-0.5	-0.1	-18	-7
CCC(C(=O)Nc1sccc1C#N)c1ccccc1 (stereo not given)	-1.9	0.0	-2	9
Cc1ccc(-c2c(C(=O)Nc3ccccc3C)oc(=O)c3ccccc23)cc1	-2.4	0.4	3	0
CCOc1cc2c(cc1OCC)C1C(C(=O)N3CCCCC3)c3ccccc3C(=O)N1CC2 (stereo not given)	0.5	-0.1	9	9
COc1cc(C(=O)Nc2cccc(-c3nc4cc(Cl)cc(Cl)c4o3)c2)cc(OC)c1OC	0.4	0.4	2	-10

# More structures follow:
Structure	GPR151 ag	FBW7 activator	TEAD-YAP inh	MITF primary
CSc1nnc(C)c(=O)n1COC(=O)COc1ccc(Cl)cc1	-2.1	-0.3	-3	-9
CCC(=O)Oc1ccc(Br)c(C2Oc3nc(SC)nnc3-c3ccccc3N2C(=O)CC)c1 (stereo not given)	0.9	0.1	2	-12
C=CCn1c(=NC(=O)CCC)sc2cccc(OC)c21	0.3	0.2	1	15
O=C1NC(c2ccccc2)(c2ccccc2)C(=O)N1CCOc1ccccc1	-0.1	0.3	3	19
COc1ccc(C(=O)N2N=C3CCCCCC3C2(O)C(F)(F)F)cc1 (stereo not given)	-0.8	0.3	2	15
CCCNc1cc(Nc2nccc3ccccc23)nc(N)n1	1.1	-0.1	-8	-4
CN(CC(=O)Nc1c2c(nc3c1CCC3)CCCC2)Cc1ccccc1	-0.7	-0.1	0	68*
CCCN1C=C(C(=O)OC)C(c2cccc(Cl)c2)C(C(=O)OC)=C1	-0.2	0.7	-4	-14
CC1(c2ccc(F)cc2)C=C(c2ccc(F)cc2)n2nnnc2N1 (stereo not given)	0.9	0.2	4	8
CC(C)(C)c1ccc(C2SCC(=O)N2c2ccc(Cl)c(Cl)c2)cc1 (stereo not given)	1.3	0.0	-1	10

# Reprinted from the results shown, 2 compounds:
Structure	GPR151 ag	FBW7 activator	TEAD-YAP inh	MITF primary
CSc1nnc(C)c(=O)n1COC(=O)COc1ccc(Cl)cc1	-2.1	-0.3	-3	-9
CCC(=O)Oc1ccc(Br)c(C2Oc3nc(SC)nnc3-c3ccccc3N2C(=O)CC)c1 (stereo not given)	0.9	0.1	2	-12

# The listing continues:
Structure	GPR151 ag	FBW7 activator	TEAD-YAP inh	MITF primary
COc1ccc(C2C=C(c3ccc(OC(F)F)cc3)Nc3nnnn32)cc1 (stereo not given)	0.0	1.0	-5	15
O=C(O)CNC(=O)c1nc2ncccn2n1	0.1	0.3	-1	-3
CC(C)CNC(=O)c1ccc(N2CC3CC(C2)c2cccc(=O)n2C3)c(NC(=O)Cc2c(F)cccc2Cl)c1 (stereo not given)	-1.1	0.1	-31	12
CCCCCNc1nc2c(S(=O)(=O)c3ccccc3)nnn2c2ccccc12	-0.5	-0.1	14	4
C=CCOC(=O)C1=C(C)NC2=C(C(=O)CCC2)C1c1ccc(OC)c(OC)c1 (stereo not given)	-0.1	0.0	-4	8
OCc1ccccc1Nc1ccnc(Nc2ccc(N3CCOCC3)cc2)c1	0.8	-0.4	29	0
Cc1nc(C)c(C(=O)N2CCc3nnc(CCNC(=O)C4CCCCC4)n3CC2)s1	0.7	0.1	-3	5
O=C(CN1CC(=O)N2CCCC2C1=O)NCCN1CCCCCC1 (stereo not given)	4.9	0.0	-2	20
CCN(CC)CCNC(=O)CCNC(=O)Cn1ccc2ccccc2c1=O	0.6	0.1	0	6
O=C(Nc1ccccc1)/C(=C\c1ccco1)NC(=O)c1ccccc1I	-0.3	-0.2	3	-7

# Further compounds follow.
Structure	GPR151 ag	FBW7 activator	TEAD-YAP inh	MITF primary
CC(NC(=O)c1csc2ccccc12)C(C)(C)C (stereo not given)	0.6	0.0	2	-8
COc1ccc(C(=O)N/N=C/c2ccccc2O)cc1	0.3	0.0	-20	25
CC(C)C(NC(=O)c1ccccc1Cl)C(=O)O (stereo not given)	0.4	0.3	0	15
COc1ccc(NC(=O)NCc2ccccn2)cc1OC	1.4	0.0	5	-3
Cc1ccc(S(=O)(=O)N2CCN(Cc3ccccc3Cl)CC2)cc1	3.4	-0.1	-14	57*
COc1cc(C2C(C#N)=C(N)Oc3n[nH]c(-c4cccc([N+](=O)[O-])c4)c32)cc(OC)c1OC(C)=O (stereo not given)	-0.9	-0.2	-8	-6
C=C(C)COc1c(I)cc(C#N)cc1OC	-0.1	-0.3	-4	5
Cc1cccn2c(=O)c3c(nc12)CCN(C(=O)c1cccc(C(F)(F)F)c1)C3	2.0	0.1	-1	-2
CC(=O)Nc1ccc(NC(=O)CSc2ncnc3c2cnn3-c2ccc(C)c(C)c2)cc1	0.1	0.0	8	-8
CCCCOc1ccc(/C=N/NC(=O)CN2CCOCC2)cc1	1.0	0.2	2	11

# (list continues)
Structure	GPR151 ag	FBW7 activator	TEAD-YAP inh	MITF primary
Cn1c(=O)[nH]c(=O)c2c1nc(NCc1cccnc1)n2CCO	0.8	-0.4	-5	2
C=C(C)Cn1c(-c2cccc(C)c2[N+](=O)[O-])n[nH]c1=S	-0.6	0.2	1	0
O=c1c(=O)n(Cc2cccc(Cl)c2)ccn1Cc1ccccc1	-1.2	0.0	-6	-15
CC1=C(C(=O)OC2CCCC2)C(c2ccc(Cl)c(Cl)c2)NC(=O)N1 (stereo not given)	-0.7	0.0	-11	-2
CN1C(=O)C2(c3ccccc31)C(C(=O)Nc1cc(F)ccc1F)CC1CCCN12 (stereo not given)	-2.0	-0.1	-3	7
CCOC(=O)Cc1nnc2c(Nc3ccc(C)c(Cl)c3)nc3nonc3n12	-0.2	0.1	-1	-2
O=C1NC(=O)N(c2cccc(Cl)c2)C(=O)/C1=C\C=C\c1ccccc1	-0.3	-0.1	2	-12
O=C1C2C3C=CC(C3)C2C(=O)N1Cc1cccc2ccccc12 (stereo not given)	-0.3	0.2	-1	9
Cc1cc(C)n(-c2nnc(C)n2/N=C/c2ccccc2Br)n1	-0.3	0.5	9	18
CC(=O)C1=C(O)C(=O)N(c2cccnc2)C1c1ccccc1F (stereo not given)	0.4	0.1	-12	1

# Next results follow.
Structure	GPR151 ag	FBW7 activator	TEAD-YAP inh	MITF primary
Cc1sc2nc(C(C)C)n3c(SCC(=O)N4CCCC4)nnc3c2c1C	-0.5	0.1	-2	14
CCOc1ccc(NC(=O)CSc2nc3ccccc3c(=O)n2CCCC(=O)NCCCN2CCCC2=O)cc1	-0.1	-0.1	17	2
C(=N\N1CCN(C2c3ccccc3-c3ccccc32)CC1)/c1ccncc1	-0.5	-0.1	4	19
COC(=O)CCC(C)[C@H]1CCC2C3C(C[C@H](O)[C@@]21C)[C@@]1(C)CC[C@@H](O)C[C@H]1C[C@H]3O (stereo not given in full)	-0.1	-0.1	2	-1
CN1C(=O)c2ccc(C(=O)Nc3ccccc3O)cc2C1=O	-0.4	0.0	6	4
C/C(=N\NC(=O)c1ccc(-c2ccccc2)cc1)C1C(=O)c2ccccc2C1=O	0.5	0.1	8	10
O=C1c2ccccc2C(=O)N1c1ccccn1	-0.9	-0.1	-11	4
CC12CC3CC(C)(C1)CC(C(=O)NC(C)(C)CO)(C3)C2	-0.8	0.8	7	9
CC1CCCCC1NC(=O)Cn1ncn2c(cc3sccc32)c1=O (stereo not given)	0.9	0.1	3	-2
CN1C=C(C(F)(F)F)C=C/C1=C(/C#N)C(=O)Nc1ccccc1F	0.4	-0.1	-13	-10

# Ordered by number of heavy atoms (high to low): part of the list above
Structure	GPR151 ag	FBW7 activator	TEAD-YAP inh	MITF primary
CCOc1ccc(NC(=O)CSc2nc3ccccc3c(=O)n2CCCC(=O)NCCCN2CCCC2=O)cc1	-0.1	-0.1	17	2
COC(=O)CCC(C)[C@H]1CCC2C3C(C[C@H](O)[C@@]21C)[C@@]1(C)CC[C@@H](O)C[C@H]1C[C@H]3O (stereo not given in full)	-0.1	-0.1	2	-1
C/C(=N\NC(=O)c1ccc(-c2ccccc2)cc1)C1C(=O)c2ccccc2C1=O	0.5	0.1	8	10
C(=N\N1CCN(C2c3ccccc3-c3ccccc32)CC1)/c1ccncc1	-0.5	-0.1	4	19
CC1CCCCC1NC(=O)Cn1ncn2c(cc3sccc32)c1=O (stereo not given)	0.9	0.1	3	-2
CN1C(=O)c2ccc(C(=O)Nc3ccccc3O)cc2C1=O	-0.4	0.0	6	4
O=C1c2ccccc2C(=O)N1c1ccccn1	-0.9	-0.1	-11	4

# Further records follow:
Structure	GPR151 ag	FBW7 activator	TEAD-YAP inh	MITF primary
CCNC(=O)[C@H]1O[C@@H](n2cnc3c(N)nc(NCCc4ccc(CCC(=O)O)cc4)nc32)C(O)[C@H]1O (stereo not given in full)	2.8	-0.2	-14	0
Cc1cc(N2CCCCC2)nc2ccc(NC(=O)c3ccccc3F)cc12	1.2	0.1	-28	4
COc1ccc(S(=O)(=O)n2c(SCC(=O)Nc3ccccc3F)nc3ccc(OC)cc32)cc1	0.6	-0.1	-1	13
COc1ccc(-c2cc(C(=O)Nc3ccc4c(c3)OCO4)no2)cc1OC	-1.2	0.0	1	9
COc1ccc(OC)c(CCNC(=O)CSc2ccsc2[N+](=O)[O-])c1	0.0	-0.2	-7	6

# Screening results deposited in PubChem BioAssay by The Scripps Research Institute Molecular Screening Center.
